# Bioassay records as filed in PubChem.
# HCV inh: blocks hepatitis C virus | AID 651820 | Huh7.5.1 HCVcc-Cre infection, luciferase reporter, 44 h | Potency, µM (highest dose often 41.8 µM), for inactives: at the highest dose activity change, negative = inhibition, actives largely listed as inhibitors | hit rate 3.4% among 340,000; further: potency means the concentration at half of the fitted maximal effect
#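 HCVcc-Cre virus at an moi near 0.5 was added right after compound to cells cultured 4 h from seeding (1,000 cells/well). Luciferase activity was determined 44 h later, 15 min after substrate addition at RT.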
# FBPA Giardia inh: Giardia lamblia aldolase inhibition | A8B2U2 | purified Giardia FBPA | Potency, µM (titrated, usually from 59.6 µM), for inactives: at the highest dose activity, negative = inhibition, usual class: inhibitors | hit rate 0.71% among 290,000; further: potency means the concentration at half of the fitted maximal effect; nearly all actives have a fitted effect of over 55% in size
# Target sequence (A8B2U2 whole entry, looked up): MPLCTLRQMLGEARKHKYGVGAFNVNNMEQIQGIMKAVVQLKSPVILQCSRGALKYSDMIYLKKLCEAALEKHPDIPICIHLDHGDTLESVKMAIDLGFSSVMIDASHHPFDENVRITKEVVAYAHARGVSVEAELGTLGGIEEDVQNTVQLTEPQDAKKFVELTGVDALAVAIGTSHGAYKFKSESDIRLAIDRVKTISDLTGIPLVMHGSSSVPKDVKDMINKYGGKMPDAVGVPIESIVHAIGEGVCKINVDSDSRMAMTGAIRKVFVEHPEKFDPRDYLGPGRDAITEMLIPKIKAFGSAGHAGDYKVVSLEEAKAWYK
#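 Giardia FBPA (40 nM reagent) was preincubated 10 min at RT with compound (up to 57.5 uM final), then substrate plus GAPDH/TPI/NAD/arsenate coupling system with diaphorase/resazurin was added; resorufin fluorescence (525/598 nm) was read after 20 min.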
# AmpC detergent: inhibitors of E. coli AmpC beta-lactamase with detergent | P00811 | AmpC hydrolysis of nitrocefin, absorbance 480 nm, 0.01% Triton | Potency, µM (doses to about 114 µM), inactives show top-dose activity change, negative = inhibition, hits mostly inhibitors | hit rate 0.041% among 370,000;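 further: potency means the concentration at half of the fitted maximal effect; 0% = no-compound wells and -100% = no-enzyme wells; nearly all actives have a fitted effect of over 25% in size; some results filed as inactive show a strong effect at the top dose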
# Target sequence (P00811 whole entry, looked up): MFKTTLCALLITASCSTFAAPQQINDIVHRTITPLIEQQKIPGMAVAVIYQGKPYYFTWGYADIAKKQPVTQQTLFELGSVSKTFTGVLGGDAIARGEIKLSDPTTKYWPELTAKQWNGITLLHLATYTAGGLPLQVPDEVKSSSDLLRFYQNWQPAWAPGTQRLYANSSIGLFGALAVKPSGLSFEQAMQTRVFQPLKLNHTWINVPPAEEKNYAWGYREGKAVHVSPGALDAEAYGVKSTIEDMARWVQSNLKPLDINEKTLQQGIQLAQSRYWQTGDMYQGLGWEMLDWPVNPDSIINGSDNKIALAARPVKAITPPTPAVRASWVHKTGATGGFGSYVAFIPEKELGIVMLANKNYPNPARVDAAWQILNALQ
#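 20 mM phosphate pH 7.0 + 0.01% (detergent screen) or 0.0001% Triton X-100; 5.3 nM AmpC reagent; cpd preinc 15 min RT; nitrocefin (800 uM stock) to start; A480 q20 s × 4 min; Activity was normalised to no-enzyme and no-compound control wells.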
# AMA1-RON2 inh: disrupts binding of P. falciparum AMA1 to RON2; AlphaScreen AMA1-biotinylated RON2 peptide binding; AID 720542; hit rate 0.2% among 360,000; Potency, µM (titrated, usually from 58.2 µM), for inactives: top-dose activity change, negative = inhibition, most hits filed as inhibitors;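 further: potency means the concentration at half of the fitted maximal effect; 0% = vehicle wells and -100% = peptide control; nearly all actives have a fitted effect of over 45% in size; some results filed as inactive show a strong effect at the top dose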
#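 AMA1 (3D7) with his tag at 25 nM final met compounds first, then biotinylated RON2 peptide at 25 nM; detection used donor plus acceptor beads, 10 µg/mL apiece, read by AlphaScreen after 30 min at room temperature.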
# Sm TGR block: blocks Schistosoma mansoni thioredoxin glutathione reductase | Q962Y6 | purified TGR, DTNB reduction, TNB absorbance 405 nm | Potency, µM (titrated, usually from 114 µM), for inactives: at the highest dose activity change, negative = inhibition, usual class: inhibitors | hit rate 3% among 360,000; further: potency means the concentration at half of the fitted maximal effect; nearly all actives have a fitted effect of over 60% in size
#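 First, TGR (20 nM dispensed) and NADPH were mixed with compound. Second, a 15 min room-temperature incubation followed. Third, further NADPH and then DTNB were added to start the reaction. Finally, TNB absorbance was monitored kinetically.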
# HCMV antiviral: inhibitors of human cytomegalovirus; HFF cells, HCMV-luciferase reporter, 72 h; active compounds read low; activity change, negative = inhibition, % at 57.5 µM; hit rate 4.5% among 410,000; in the data active means activity change below about -60%; inconclusive means no clear call, values can overlap the other calls; inactive means above about -39%
#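 Inhibition of viral replication was scored as loss of reporter luminescence in HFFs infected with HCMV-luciferase (MOI 1 PFU/cell) for 72 h; compounds tested at 2 doses, normalized to buffer and Salinomycin controls.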
# Active calls of the source: *; u = inconclusive; x = not tested or not shown; & = joins results of further samples; [ ] = another dose, or the depositor's remark. Unless noted, the call rests on the fitted dose curve; in most records, active means well fitted curve in the direction sought with a large enough effect; inconclusive means small, poorly fitted or top-dose-only effect, or another doubt; inactive means no such curve, though single readings can be large; an effect the other way counts as inactive or inconclusive. Unless noted, on the % scale 0 is the no-effect control and ±100 the full control effect.
Compound	FBPA Giardia inh	Sm TGR block	AMA1-RON2 inh	HCV inh	HCMV antiviral	AmpC detergent
CCOc1ncccc1C(=O)OCC(=O)NC(=O)c1ccccc1	x	-19.3%	-3.7%	-6.3%	18.9	-12.2%
COc1ccccc1C(=O)NC(=O)COC(=O)Cc1ccc(F)cc1	x	-3.3%	-0.9%	-4.7%	-34.3	-8.3%
CC(Oc1ccc2c3c(c(=O)oc2c1)CCC3)C(=O)NCc1ccccn1 (stereo unspecified)	x	-1.3%	3.6%	-14.5%	u	-4.8%
O=C(Cn1ccn(-c2ccc(F)cc2)c(=O)c1=O)NCCc1ccccc1	x	-7.6%	x	x	u	-8.5%
CCN(CC)C(=O)c1ccccc1NC(=O)c1ccccc1C	0.2%	9.1%	-19.1%	-7.8%	24.8	-14.7%
CC(C)CNS(=O)(=O)c1ccc(CCC(=O)Nc2cc(Cl)ccc2Oc2ccccc2)cc1	1.8%	5.7%	28.2%	u	27.9	-9.3%
O=C(OCn1nnc2ccccc2c1=O)c1cc(-c2ccccc2)nc2ccccc12	2.7%	-1.6%	-3.3%	-13.6%	-30.0	2.9%
COc1cnn(-c2ccc(C)cc2)c(=O)c1Cl	0.9%	4.6%	9.8%	-6.3%	-6.0	u
O=C(CSc1nc2c(cnn2-c2ccccc2)c(=O)[nH]1)N1CCCCC1	7.0%	1.1%	-4.4%	3.7%	u	-0.7%
CCOc1cc2[nH]c(=O)n(CCC(=O)NCCc3ccccc3)c(=O)c2cc1OCC	5.6%	17.6%	-7.3%	-9.4%	-35.1	u
CN1CCC(C2(O)c3ccccc3CCc3ccccc32)CC1	-9.4%	-0.3%	4.5%	6.9%	u	-2.7%
CC(=O)N1[C@H](Cc2ccccc2)C=C[C@]1(C)C(=O)NCCN1CCOCC1	2.4%&-0.3%	0.8%	-4.6%	-12.0%	27.8	2.7%
CC(=O)N1[C@H](C)C=C[C@]1(Cc1ccccc1)C(=O)NCc1cc(F)cc(C(F)(F)F)c1	-2.8%&-1.2%	-13.6%	16.5%	-14.1%[8.37 µM]	41.0	-5.8%
CCOC(=O)c1ccc(NC(=O)CN2C(=O)CCC2=O)cc1	4.6%	-2.7%	2.4%	4.2%	16.9	u
CCCCCCCC(=O)N/N=C/c1ccncc1	-2.6%	31.7%	4.3%	9.1%	5.5	-1.7%
O=C(O)c1cc(S(=O)(=O)N(Cc2ccccc2)c2ccccc2Cl)ccc1Cl	23.1%	5.0%	-3.2%	6.5%	-11.3	2.1%
O=C1c2ccc(Cl)cc2S(=O)(=O)c2cccc(C(=O)N3CCN(c4ncc(Br)cn4)CC3)c21	x	-19.4%	-3.1%	2.5%	19.5	0.3%
CC(C)(C)OC(=O)C[C@@H]1C/C=C\C[C@@H](CC(=O)N[C@@H](CO)Cc2ccccc2)C(=O)N2CCC[C@@H]2COC1=O	x	x	0.0%	14.6%	25.0	x
O=C(c1ccccc1)n1c(=O)cc[nH]c1=O	x	-2.1%	-4.9%	13.3%	-13.5	-8.9%
CC1CCCCN1S(=O)(=O)c1ccc2c(c1)C(C)(C)C(=O)N2C (stereo unspecified)	9.4%	1.8%	-1.3%	4.3%	7.0	-3.6%
COc1ccccc1-n1c(-c2ccc(C)cc2)nc2ccccc2c1=O	7.4%	3.6%	3.3%	u	-11.2	4.7%
CNC(=O)CN(CCc1ccccc1)S(=O)(=O)c1ccc(OC)cc1	8.7%	-11.1%	-9.4%	-5.4%	-2.3	0.4%
Cn1c(=O)n(CC(=O)NCC2CCCO2)c(=O)c2c3c(sc21)COC(C)(C)C3 (stereo unspecified)	-2.3%	-4.5%	-5.8%	12.6%	5.6	-4.6%
COc1ccc(S(=O)(=O)N(C)c2ccc(C(=O)N3CCCCC3)cc2)cc1OC	1.3%	-5.5%	3.6%	u	-23.7	5.6%
CC1CCN(C(=O)COC(=O)Cc2c[nH]c3ccccc23)CC1	11.5%	6.5%	-19.4%	20.5%	19.4	u
Cc1cc(CNC(=O)C2CCC(=O)N(CCc3cccc(F)c3)C2)nn1C (stereo unspecified)	x	-0.3%	11.7%	17.0%	2.1	-17.2%
COc1ccc(-c2cc(C(F)(F)F)nc(N3CCN(C)CC3)n2)cc1	0.8%	6.5%	-8.3%	u	-12.3	8.2%
c1ccc(COCCN2CCN(CCOCc3ccccc3)CC2)cc1	1.7%	-3.1%	2.7%	-21.2%	-2.6	3.6%
Cc1c(C)c2ccc(OCC(=O)N(C)C3CCS(=O)(=O)C3)c(C)c2oc1=O (stereo unspecified)	x	-20.3%	6.4%	-20.9%	37.0	-2.6%
Cc1[nH]c(=O)[nH]c(=O)c1S(=O)(=O)N1CCN(c2ccccc2Cl)CC1	x	-1.5%	x	x	-3.0	-6.1%
CC(=O)N1CCc2cc(S(=O)(=O)NC(C(=O)NC(C)c3ccccc3)C(C)C)ccc21 (stereo unspecified)	x	2.5%	11.1%	-4.1%	-28.0	-5.5%
Cc1cnc2c(c1SCC(=O)N(C)c1ccccc1)c(=O)n(C)c(=O)n2C	x	0.2%	x	x	16.7	4.0%
O=C1CN(C(=O)Nc2ccccc2C(F)(F)F)C(c2ccccc2)c2c(sc3c2CCCC3)N1 (stereo unspecified)	x	-5.3%	x	x	-16.6	-9.1%
O=C(c1ccc(Br)o1)N1CCCc2ccccc21	5.1%	6.0%	-1.9%	16.7%	20.6	1.3%
CN(C)S(=O)(=O)c1cccc(COC(=O)c2cccnc2Cl)c1	-9.6%	2.9%	-1.1%	-29.5%	3.9	u
O=C(c1cc(-c2ccc(Cl)cc2)n(-c2cc(Cl)ccc2Cl)n1)N1CCOCC1	u	-22.1%	-5.0%	15.9%	-7.6	1.7%
CCOc1cc(N2CCOCC2)c(OCC)cc1NC(=O)CN1C(=O)NC(Cc2ccccc2)C1=O (stereo unspecified)	-25.5%	-7.2%	-11.1%	-9.7%&-16.7%	18.9	-3.1%
O=C(CCCCCn1c(=O)[nH]c2ccccc2c1=O)NCCCN1CCN(c2ccccc2F)CC1	5.4%	-0.3%	-3.3%	12.6µM*	6.5	1.2%
COC(=O)Cn1ncc2c3ccccc3n(Cc3ccccc3)c2c1=O	-4.4%	10.3%	-14.5%	-22.3%	12.1	u
CCN(CC)S(=O)(=O)c1ccc(NC(=O)c2nc3nc(C)cc(C)n3n2)cc1	-5.3%	9.9%	x	x	u	8.4%
Cc1c(-c2nsc(NC(=O)c3cccs3)n2)nnn1-c1ccc(F)cc1	x	10.2%	x	x	23.0	7.3%
CC1CCCCC1NS(=O)(=O)CCNC(=O)c1ccccc1 (stereo unspecified)	x	-1.4%	2.3%	-0.8%	-27.1	-5.8%
O=C(Nc1ccccc1)C1=C(O)CC(c2ccoc2)CC1=Nc1ccccc1 (stereo unspecified)	-1.4%	u	-3.6%	-4.4%	-21.4	0.4%
Cc1cc(C)cc(NC(=O)C(OC(=O)Cn2cnc3c2c(=O)n(C)c(=O)n3C)c2ccccc2)c1 (stereo unspecified)	x	-0.4%	-3.6%	22.8%	-9.3	u
Nc1nc(CCl)nc(Nc2ccccc2)n1	-16.7%	39.8µM*	24.8%	u	-91.2*	u
CNS(=O)(=O)c1cccc(C(=O)OCC(=O)Nc2ccc(-c3nc4ccc(C)cc4s3)cc2)c1	4.8%	x	19.1%	-14.9%	x	0.4%
CC(C)OC(=O)CN1C(=O)S/C(=C/c2ccc(N3CCCCC3)o2)C1=O	u	6.31µM*	3.4%	u	-30.0	-7.1%
O=C(NC1CC1)C1=C[C@@H](c2csc3ccccc23)C[C@@H](OCc2ccc(CO)cc2)O1	-9.7%	-4.1%	4.5%	-5.6%	-15.2	9.7%
COc1cccc(-c2ccc3c(c2)S(=O)(=O)c2cccc(C(=O)O)c2C3=O)c1OC	x	0.0%	-0.7%	-0.8%	7.5	-8.6%
O=C(Nc1ccc2[nH]c(=O)[nH]c2c1)C(F)(F)F	-0.7%	4.6%	2.4%	-1.1%	-22.3	-4.8%
O=C(CCS(=O)(=O)c1ccc(Cl)cc1)Nc1nccs1	x	-2.9%	-17.3%	-3.5%	u	-12.8%
O=S(=O)(O)Oc1c[nH]c2ccccc12	x	20µM*	x	u	x	u
CCOc1ccc(C(=O)n2cnnc2N)cc1	2.0%	5.0%	-2.8%	-16.4%	-10.4	-12.5%
O=C(Nc1sc2c(c1C(=O)O)CCCC2)c1ccc(Cl)cc1	u	-16.4%	0.2%	u	16.9	-21.8%
O=C(NCCCN1CCOCC1)c1cc2c(s1)CSC2	-4.2%	0.0%	-4.9%	u	11.3	-7.0%
CCCC(=O)C1=C(O)C(C(=O)OC)C(C)(C)CC1=Nc1ccncc1 (stereo unspecified)	8.4%	-2.3%	-1.8%	6.9%	16.5	3.5%
Cc1ccc2c(c1)N(C(=O)Nc1cccc3c1CCCC3)CCO2	x	-3.1%	x	x	-4.4	25.0%
CSc1nnnn1-c1ccc(C)c(Cl)c1	4.1%	-17.5%	20.3%	4.0%	u	-11.9%
COc1cc(/C=N/Nc2nc(=O)[nH]nc2C)ccc1O	u	1.8%	113.8%[activator]	16.3%	u	-6.6%
COc1ccc(/C=C/C(=O)c2cc(Br)ccc2OC(=O)c2ccco2)cc1OC	2.3%	-33.5%	-1.4%	9.0%	20.6	-4.2%

# Ordered by molecular weight (ascending): some entries from above
Compound	FBPA Giardia inh	Sm TGR block	AMA1-RON2 inh	HCV inh	HCMV antiviral	AmpC detergent
CSc1nnnn1-c1ccc(C)c(Cl)c1	4.1%	-17.5%	20.3%	4.0%	u	-11.9%
O=C(NCCCN1CCOCC1)c1cc2c(s1)CSC2	-4.2%	0.0%	-4.9%	u	11.3	-7.0%
Cc1cc(C)cc(NC(=O)C(OC(=O)Cn2cnc3c2c(=O)n(C)c(=O)n3C)c2ccccc2)c1 (stereo unspecified)	x	-0.4%	-3.6%	22.8%	-9.3	u

# Next entries.
Compound	FBPA Giardia inh	Sm TGR block	AMA1-RON2 inh	HCV inh	HCMV antiviral	AmpC detergent
COc1ccc(/C=N/NC(=O)C2c3ccccc3Oc3ccccc32)c(OC)c1	8.6%	5.8%	-15.4%	0.3%	-29.0	-0.6%
CC(C)CNC(=O)C(=O)NCc1ccccc1	-2.8%	7.7%	3.3%	-5.1%	-26.5	-4.9%
O=C(NC(Cc1ccccc1)C(=O)O)/C(=C/c1ccc([N+](=O)[O-])cc1)NC(=O)c1ccco1 (stereo unspecified)	2.4%	-10.8%	1.3%	10.3%	u	-2.4%
CN1CCN(c2nc3c(c(=O)[nH]c(=O)n3C)n2CC(N)=O)CC1	-1.9%	4.1%	-4.8%	16.2%	-12.2	u
CCC(=O)N/C(N)=N/c1nc2ccccc2o1	-21.2%	2.7%	68.2%[activator]	10.8%	130.2	-1.9%
Cc1ccccc1CSc1cn(CC(=O)N2CCCCCC2)c2ccccc12	x	1.6%	x	x	44.0	21.1%
O=c1[nH]c2ccc(NS(=O)(=O)c3ccc(Cl)cc3)cc2[nH]1	-24.9%	-4.2%	24.3%	14.3%	2.9	-10.2%
